Bioassay records from PubChem BioAssay.
RORg inh: ROR gamma (mouse) transcription inhibition | Potency, µM (titrated, usually from 53.6 µM), inactives show at the highest dose activity change, negative = inhibition, hits mostly inhibitors | P51450 | AID 2551 | Drosophila S2 Gal4-RORgamma UAS-luciferase reporter, 20 h | 5.4% of 310,000 active; further: potency means the concentration at half of the fitted maximal effect; on the % scale 0 is the no-effect control and ±100 the full control effect; nearly all actives have a fitted effect of over 60% in size
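Stable Schneider cell line, Gal4 DNA-binding domain fused to ROR gamma, UAS-luciferase. Cmpd 1 hr RT → CuSO4 700 uM final → 20 hr RT → luciferase reagent 10 min → luminescence.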
VP16 counter: Gal4-VP16 reporter inhibition counter-screen; Potency, µM (titrated, usually from 53.6 µM), for the others: at the top dose activity, negative = inhibition, hits mostly inhibitors; AID 2546; 3.5% of 310,000 active; Drosophila S2 Gal4-VP16 UAS-luciferase, luminescence, 20 h;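 further: Gal4-VP16 expression switched on by copper sulfate through the metallothionein promoter; potency means the concentration at half of the fitted maximal effect; on the % scale 0 is the no-effect control and ±100 the full control effect; nearly all actives have a fitted effect of over 50% in size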
FLuc counter: inhibits or activates purified firefly luciferase, miR-21 counter-screen; P08659; purified FLuc, Km substrates, luminescence inhibition; Potency, µM (highest dose often 57.5 µM), for inactives: at the top dose activity change, negative = inhibition, actives largely listed as inhibitors; 6.9% of 360,000 active;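 further: potency means the concentration at half of the fitted maximal effect; plate controls were vehicle for no effect and reference inhibitor for full effect; nearly all actives have a fitted effect of over 55% in size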
Target sequence (P08659 whole entry, looked up): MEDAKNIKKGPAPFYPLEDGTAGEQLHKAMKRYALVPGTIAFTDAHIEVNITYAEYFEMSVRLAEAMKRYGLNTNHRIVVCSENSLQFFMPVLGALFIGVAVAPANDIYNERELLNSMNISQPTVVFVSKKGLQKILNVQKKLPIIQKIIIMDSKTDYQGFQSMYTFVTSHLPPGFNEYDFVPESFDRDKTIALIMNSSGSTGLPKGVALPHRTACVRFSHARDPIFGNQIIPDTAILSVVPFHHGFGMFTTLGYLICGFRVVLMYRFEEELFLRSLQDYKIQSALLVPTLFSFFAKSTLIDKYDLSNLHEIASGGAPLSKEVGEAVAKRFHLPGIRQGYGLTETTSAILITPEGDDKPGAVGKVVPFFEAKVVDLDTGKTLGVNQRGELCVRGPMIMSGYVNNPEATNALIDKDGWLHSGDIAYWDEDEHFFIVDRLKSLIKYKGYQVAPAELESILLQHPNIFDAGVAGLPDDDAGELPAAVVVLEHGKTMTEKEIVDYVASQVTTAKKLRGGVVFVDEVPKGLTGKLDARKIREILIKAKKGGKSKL
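Biochemical qHTS of compounds, final roughly 60 µM downward over six points, against 10 nM purified firefly luciferase using Km concentrations of substrates (10 uM D-luciferin, 10 uM ATP) in Tris acetate pH 7.5 buffer; luminescence output.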
Rab9 prom act: Rab9 promoter activation; Huh7 Rab9 promoter-luciferase reporter, luminescence, 24 h; Potency, µM (top dose mostly 9.22 µM), for inactives: at the top dose activation, negative = inhibition, actives largely listed as activators; 2.8% of 320,000 active; AID 485297; further: potency means the concentration at half of the fitted maximal effect; % of control where 0% means no effect; nearly all actives have a fitted effect of over 60% in size
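Cells were plated at 1500 per well in reduced-serum medium with 10% FBS and left 2 h. Compound in DMSO was then added for 24 h at 37 °C. Reporter signal was read by luminescence after 10 min with luciferase detection reagent.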
FBPA coupling cs: coupling enzyme interference in Giardia aldolase counter-screen. activity change, negative = inhibition, % at 58.2 µM, hits read low. 0.67% of 290,000 active. coupling enzyme system counterscreen, AmpLite Red fluorescence; in the data active means activity change below about -30%; further: on the % scale 0 is the no-effect control and ±100 the full control effect
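Compounds tested against the coupling enzymes alone at 57.5 uM final; readout was AmpLite Red fluorescence (525/598 nm) after 20 min at RT.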
KCNH2 3.1 block: inhibitors of human KCNH2 3.1 potassium channel isoform; U2OS KCNH2 3.1, thallium flux FluxOr; stronger effect = lower value; activity change, % (tested at about 1.8 µM); 0.95% of 340,000 active;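 active means maximum activity change below -70%; inconclusive means maximum activity change from -70% to -50%; inactive means maximum activity change above -50%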;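 further: thallium influx rate constant from kinetic fluorescence after stimulation buffer; on the % scale 0 is the no-effect control and ±100 the full control effect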
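Thallium flux read-out: FluxOr dye with Red40 quencher in HBSS/HEPES, 45 min at RT. Rate constants from kinetic reads were normalized to positive and negative DMSO controls. Cells: U2OS virally expressing the 3.1 isoform.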
ELG1 genotox: induces genotoxicity in HEK293T cells with luciferase-tagged ELG1 | HEK293T ELG1-luciferase reporter, luminescence, 16 h | Potency, µM (top dose mostly 46 µM), inactives show top-dose activity change, positive = activation, actives largely listed as activators | 1.3% of 330,000 active | AID 504466; further: potency means the concentration at half of the fitted maximal effect; % of control where 0% means no effect; nearly all actives have a fitted effect of over 60% in size
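Genotoxicity was scored as increased ELG1-luciferase reporter signal, measured by ONE-Glo luminescence (30 min, room temperature). Compound or vehicle exposure of the HEK293T reporter cells lasted 16 hr at 37°C.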
Tb PFK block: T. brucei PFK enzyme inhibition. O15648. T. brucei PFK, ADP-Glo luminescence. Potency, µM (highest dose often 57.5 µM), inactives show at the top dose activity, negative = inhibition, actives largely listed as inhibitors. 0.17% of 330,000 active;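 further: potency means the concentration at half of the fitted maximal effect; 0% = uninhibited 1x PFK enzyme wells and -100% = no-enzyme wells; nearly all actives have a fitted effect of over 60% in size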
Target sequence (O15648 whole entry, looked up): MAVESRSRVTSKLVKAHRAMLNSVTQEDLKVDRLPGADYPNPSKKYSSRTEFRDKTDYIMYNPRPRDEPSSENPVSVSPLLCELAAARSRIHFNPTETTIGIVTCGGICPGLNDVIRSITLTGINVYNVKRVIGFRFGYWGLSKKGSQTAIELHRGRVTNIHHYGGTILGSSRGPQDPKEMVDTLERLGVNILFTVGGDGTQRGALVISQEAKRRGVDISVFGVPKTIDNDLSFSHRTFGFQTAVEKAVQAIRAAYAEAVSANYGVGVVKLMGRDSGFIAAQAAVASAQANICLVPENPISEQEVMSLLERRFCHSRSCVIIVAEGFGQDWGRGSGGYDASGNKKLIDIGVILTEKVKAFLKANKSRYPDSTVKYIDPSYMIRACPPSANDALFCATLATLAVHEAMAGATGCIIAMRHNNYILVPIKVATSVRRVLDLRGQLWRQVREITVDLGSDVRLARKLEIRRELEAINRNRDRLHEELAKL
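In TEA buffer at pH 8.0 with 5 mM MgCl2, enzyme (1.25 nM) converted F6P (0.5 mM) and ATP (0.1 mM) for 45 min at room temperature. ADP product was read by luciferase luminescence.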
Giardia killer: Giardia lamblia killing | 0.15% of 340,000 active | Giardia lamblia trophozoite viability | activity change, % at 7.66 µM, hits read low; in the data active means activity change below about -80%; inconclusive means between about -30% and that limit;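 further: parasites exposed to compound for two days anaerobically before the ATP read; on the % scale 0 is the no-effect control and ±100 the full control effect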
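Media and compound were dispensed first, then trophozoites at 100 cells/well; plates sat 48 hrs at 37 deg C without oxygen before ATP luminescence reagent was added and read after 15-30 min at room temperature.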
NPC1 promoter act: activates the NPC1 promoter; Potency, µM (series often up to 9.22 µM), for inactives: at the top dose activation, usual class: activators; Huh7 NPC1 promoter luciferase reporter, 24 h; 2.4% of 320,000 active;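 further: potency means the concentration at half of the fitted maximal effect; % of control where 0% means no effect; nearly all actives have a fitted effect of over 60% in size; reporter is driven by a mutant NPC1 promoter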
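Luciferase expression driven by the NPC1 promoter was measured in stably transfected Huh7 cells after a 24 h compound incubation, using a luciferase reagent and a luminescence read.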
uPA generation: blocks generation of uPA at the cell surface | cell surface uPA generation assay, qHTS | Potency, µM (doses to about 38.3 µM), inactives show top-dose activity change, negative = inhibition, most hits filed as inhibitors | 0.31% of 330,000 active | AID 540303; active means well fitted inhibition curve with a large enough effect; inconclusive means small, poorly fitted or top-dose-only effect; inactive means no such curve, though single readings can be large or run the other way; tested in mouse RAW 264.7 cells; further: potency means the concentration at half of the fitted maximal effect; on the % scale 0 is the no-effect control and ±100 the full control effect; nearly all actives have a fitted effect of over 55% in size
* = called active by the depositor; ? = inconclusive; . = not tested or not shown; [ ] = dose if it differs, or a comment. Unless noted, the call rests on the fitted dose curve; in most records, active means well fitted curve in the direction sought with a large enough effect; inconclusive means small, poorly fitted or top-dose-only effect, or another doubt; inactive means no such curve, though single readings can be large; an effect the other way counts as inactive or inconclusive.

Labels used below: A = RORg inh; B = VP16 counter; C = FLuc counter; D = Rab9 prom act; E = FBPA coupling cs; F = KCNH2 3.1 block; G = ELG1 genotox; H = Tb PFK block; I = Giardia killer; J = NPC1 promoter act; K = uPA generation
> CC(=O)c1sc(NC(=O)c2oc3ccc(F)cc3c2C)nc1C
  A = .	B = .	C = 1.9µM*	D = 2.8µM*	E = .	F = -7	G = 18%	H = -1%	I = -14	J = 2.2µM*	K = ?

> Cc1cc(C)c(S(=O)(=O)N2CCCOC2CNC(=O)C(=O)NCCC2=CCCCC2)c(C)c1 (stereo unspecified)
  A = -1%	B = -14%	C = 0%	D = -2%	E = 1	F = -4	G = -2%	H = -1%	I = -24	J = 0%	K = 4%

> Cn1nc(-c2ccc(C(=O)NCCO)cc2)c2ccccc2c1=O
  A = ?	B = -1%	C = -4%	D = -2%	E = 0	F = 10	G = 3%	H = -21%	I = -4	J = 2%	K = 1%

> CCCC(C(=O)NC1=NCCS1)c1ccccc1 (stereo unspecified)
  A = 11µM*	B = ?	C = -1%	D = 1%	E = -2	F = 1	G = -3%	H = -2%	I = -6	J = -1%	K = -2%

> CCOC(=O)N1CCN(C(=S)NC(=O)c2ccc(Br)cc2)CC1
  A = 0.56µM*	B = 1.3µM*	C = -1%	D = 1%	E = 1	F = -3	G = -4%	H = -5%	I = 1	J = -5%	K = 0%

> Cc1ccc(S(=O)(=O)NCC(=O)NCC(=O)OCc2c(F)cccc2Cl)cc1
  A = 23%	B = -2%	C = ?	D = 0%	E = 4	F = -1	G = -8%	H = -24%	I = -14	J = -4%	K = -1%

> COC(=O)Cn1c(C(F)(F)F)nc2ccccc21
  A = ?	B = -2%	C = -1%	D = 0%	E = 3	F = 10	G = -4%	H = 0%	I = 16	J = -1%	K = 1%

> COc1ccc2c(c1)c1nc3ccccc3nc1n2CC(=O)OC(C)C
  A = -20%	B = -3%	C = 1%	D = -8%	E = 1	F = -15	G = ?	H = -1%	I = -16	J = -3%	K = -1%

> Cc1cccc(C(C#N)c2ccc(Cl)nn2)c1 (stereo unspecified)
  A = 13%	B = -14%	C = -6%	D = -4%	E = 1	F = 14	G = 6%	H = -5%	I = -16	J = 0%	K = -12%

> CCOC(=O)C1CCN(Cc2ccc(OCc3ccccc3)cc2)CC1
  A = -15%	B = 23%	C = -16%	D = 4%	E = 1	F = 4	G = -3%	H = 5%	I = 4	J = -3%	K = -12%

> CCOC(=O)COc1ccc(C(=O)NC2CCCCC2)cc1
  A = 1%	B = -7%	C = 1%	D = 1%	E = 6	F = 8	G = 3%	H = 0%	I = -2	J = -10%	K = .

> CCc1ccccc1OCc1nc2ccc(S(=O)(=O)N3CCOCC3)cc2[nH]1
  A = 3%	B = 9%	C = 2%	D = -1%	E = 1	F = -11	G = 0%	H = -5%	I = -12	J = -4%	K = 2%

> COc1cc(/C=N/NC(=O)c2cccnc2)ccc1OS(=O)(=O)c1ccc(C)cc1
  A = -5%	B = -12%	C = -10%	D = 2%	E = -1	F = 0	G = 0%	H = 2%	I = -12	J = 0%	K = 2%

> COc1ccc(NC(=O)c2sc3nc(-c4cccnc4)ccc3c2N)cc1OC
  A = -2%	B = 9%	C = 0%	D = -1%	E = 1	F = 3	G = -1%	H = 2%	I = 48[activator]	J = -4%	K = 2%

> COc1ccc(OC)c(S(=O)(=O)Nc2cc(C)on2)c1
  A = -14%	B = 6%	C = 0%	D = -1%	E = .	F = -3	G = 4%	H = -2%	I = 27	J = 0%	K = -1%

> COc1ccc(N2CCN(C(=O)NC34CC5CC(CC(C5)C3)C4)CC2)cc1
  A = 18%	B = -4%	C = 0%	D = -3%	E = 3	F = -3	G = -7%	H = 0%	I = 7	J = 9%	K = 2%

> COc1ncccc1C(=O)NC1CCCc2c1cnn2-c1cc(C)cc(C)c1 (stereo unspecified)
  A = 19%	B = 3%	C = 4%	D = -8%	E = 0	F = -24	G = 0%	H = -2%	I = -10	J = -5%	K = 4%

> CCC1=NN(C(=O)c2ccc(Cl)cc2)C(O)(c2ccc(C)cc2)C1 (stereo unspecified)
  A = 18µM*	B = 25µM*	C = -2%	D = 7%	E = 5	F = 0	G = -12%	H = 0%	I = -24	J = -5%	K = -4%

> CCC(C)C(NC(=O)OC(C)(C)C)C(=O)NC(C(=O)N1CCCC1C(N)=O)C(C)CC (stereo unspecified)
  A = ?	B = -5%	C = 3%	D = -4%	E = 5	F = 12	G = 3%	H = 2%	I = 27	J = 0%	K = 0%

> CN(CCC1CCCCO1)Cc1cn(C)nc1-c1ccc2c(c1)OCCO2 (stereo unspecified)
  A = 10%	B = -19%	C = 2%	D = -3%	E = 4	F = -3	G = 2%	H = -10%	I = -17	J = 0%	K = 9%

> Cc1ccc(C(=O)OC(C(=O)O)C(OC(=O)c2ccc(C)cc2)C(=O)O)cc1 (stereo unspecified)
  A = .	B = .	C = .	D = -7%	E = .	F = 4	G = -1%	H = 13%	I = 39[activator]	J = 4%	K = -10%

> COc1ccc(CCN2CCCn3c2nc2c3c(=O)n(CC(N)=O)c(=O)n2C)cc1OC
  A = 18%	B = -7%	C = 3%	D = 0%	E = -2	F = 6	G = 1%	H = -9%	I = 11	J = -7%	K = 1%

> CCn1c(CNc2cccc(Cl)c2)nnc1SCc1ccccc1
  A = 3%	B = 9%	C = 3%	D = -8%	E = -3	F = 1	G = -5%	H = -2%	I = -11	J = 0%	K = -5%

> CCOC(=O)Cn1nc(C(F)F)c(Br)c1C
  A = 6%	B = -7%	C = -5%	D = 0%	E = 0	F = -6	G = 5%	H = -4%	I = 0	J = -6%	K = 1%

> CC(C)Cc1nnc(NC(=O)Cc2cccs2)s1
  A = 0%	B = 19%	C = -17%	D = 1%	E = 1	F = -22	G = 2%	H = -12%	I = -14	J = -1%	K = -3%

Record cards, from the list above.
`CCC(C)C(NC(=O)OC(C)(C)C)C(=O)NC(C(=O)N1CCCC1C(N)=O)C(C)CC` (stereo unspecified) as listed: RORg inh = ?; VP16 counter = -5%; FLuc counter = 3%; Rab9 prom act = -4%; FBPA coupling cs = 5; KCNH2 3.1 block = 12; ELG1 genotox = 3%; Tb PFK block = 2%; Giardia killer = 27; NPC1 promoter act = 0%; uPA generation = 0%
`COc1ccc(CCN2CCCn3c2nc2c3c(=O)n(CC(N)=O)c(=O)n2C)cc1OC` as listed: RORg inh = 18%; VP16 counter = -7%; FLuc counter = 3%; Rab9 prom act = 0%; FBPA coupling cs = -2; KCNH2 3.1 block = 6; ELG1 genotox = 1%; Tb PFK block = -9%; Giardia killer = 11; NPC1 promoter act = -7%; uPA generation = 1%

Other entries
Labels used below: A = RORg inh; B = VP16 counter; C = FLuc counter; D = Rab9 prom act; E = FBPA coupling cs; F = KCNH2 3.1 block; G = ELG1 genotox; H = Tb PFK block; I = Giardia killer; J = NPC1 promoter act; K = uPA generation
> CCCCC(O)(C(NC=O)C(=O)OC)C(F)(F)F (stereo unspecified)
  A = 22%	B = 1%	C = -6%	D = -4%	E = -5	F = -2	G = 1%	H = -4%	I = 13	J = 0%	K = 4%

> COc1ccc([C@H]2CC(=O)C=C(c3cc(Cl)ccc3C)C2)cc1
  A = .	B = .	C = 7%	D = 1%	E = .	F = 2	G = -2%	H = 8%	I = 7	J = 0%	K = -22%

> CN(C)/C=C/c1oc2ccc(O)cc2c1[N+](=O)[O-]
  A = -13%	B = -3%	C = ?	D = 3.2µM*	E = -6	F = -13	G = ?	H = 23%	I = -3	J = 26%	K = -7%

> CCN(C(=O)CSc1nc(C2CC2)n(-c2ccccc2)n1)C1CCS(=O)(=O)C1 (stereo unspecified)
  A = .	B = .	C = 7%	D = -6%	E = .	F = 11	G = 1%	H = 1%	I = -1	J = 0%	K = 15%

> O=C(COC(=O)c1cc(S(=O)(=O)N2CCOCC2)ccc1F)NCc1ccco1
  A = 0%	B = 0%	C = 1%	D = 4%	E = .	F = -4	G = 1%	H = 5%	I = 26	J = -6%	K = 0%

> COc1ccc(-c2cc(C(=O)N3CCN(Cc4ccc5c(c4)OCO5)CC3)on2)cc1OC
  A = 1%	B = 0%	C = -2%	D = -4%	E = .	F = 5	G = -6%	H = -11%	I = 4	J = -2%	K = -6%

> O=[N+]([O-])c1sccc1CS(=O)(=O)c1ccccc1
  A = -15%	B = 14%	C = -1%	D = 2%	E = 2	F = -6	G = -3%	H = -8%	I = ?	J = -1%	K = -3%

> Cc1nc2c(s1)sc1ccccc12
  A = 16%	B = 21%	C = 24µM*	D = 7%	E = 1	F = 4	G = 13%	H = -7%	I = -9	J = 12%	K = 0%

> CCCCOc1ccc(C2CCC(C(C)=O)C(C)C2)cc1 (stereo unspecified)
  A = 21%	B = 7%	C = ?	D = ?	E = 1	F = 1	G = 11%	H = -6%	I = -21	J = 19%	K = -1%

> CC1CCCCC1NC(=O)C1CCC(CNS(=O)(=O)c2ccccc2)CC1 (stereo unspecified)
  A = 24%	B = 3%	C = 1%	D = -5%	E = 3	F = 3	G = -3%	H = -4%	I = 7	J = -4%	K = 10%

Rows are unselected, and some 14% of all compounds hit somewhere here.
